# hcGAS lum: Primary biochemical luminescence assay for human cyclic GMP-AMP synthase inhibitors; Q8N884; recombinant h-cGAS, ATP depletion, Kinase-Glo luminescence; AID 1259398, 2018; inhibition, % at 12.5 µM; 290,000 tested, 0.081% active;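 note: 0% = vehicle reaction and 100% = reaction without DNA for no activity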
# Target sequence (Q8N884 whole entry, looked up): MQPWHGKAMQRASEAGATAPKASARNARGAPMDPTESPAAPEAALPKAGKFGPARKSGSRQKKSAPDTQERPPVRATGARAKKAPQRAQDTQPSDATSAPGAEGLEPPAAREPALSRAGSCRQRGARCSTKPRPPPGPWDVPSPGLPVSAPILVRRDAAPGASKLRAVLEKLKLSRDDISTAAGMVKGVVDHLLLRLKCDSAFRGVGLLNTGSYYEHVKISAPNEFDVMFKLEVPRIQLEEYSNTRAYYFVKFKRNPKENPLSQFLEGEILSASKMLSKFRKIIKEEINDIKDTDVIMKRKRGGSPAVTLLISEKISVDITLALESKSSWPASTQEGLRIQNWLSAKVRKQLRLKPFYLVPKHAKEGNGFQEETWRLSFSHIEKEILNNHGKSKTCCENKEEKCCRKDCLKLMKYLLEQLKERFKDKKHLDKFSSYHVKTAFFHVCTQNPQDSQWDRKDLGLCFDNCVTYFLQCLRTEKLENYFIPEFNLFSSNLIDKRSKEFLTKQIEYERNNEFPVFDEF
# NPYLR7 ag: agonists of mosquito NPYLR7 receptor, primary screen, cell-based, Aedes aegypti, calcium fluorescence, mosquito biting behavior; HEK293T NPYLR7/Galpha15, GCaMP6s calcium fluorescence; activation, % at 10 µM; 270,000 tested, 0.15% active; AID 1259423, 2018; in the data active = activation above about 40%;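 note: 0% = vehicle and 100% = reference agonist at the receptor; some compounds past the cut are filed as inactive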
# mcGAS lum: cyclic GMP-AMP synthase inhibitors, mouse, primary biochemical chemiluminescence; inhibition, % at 12.5 µM; Q8C6L5; 160,000 tested, 0.15% active; AID 1259399, 2018; recombinant cGAS, Kinase-Glo ATP depletion luminescence;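 note: 0% = negative control wells and 100% = reference inhibitor with no enzyme activity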
# * marks the source's active call; other numbers are inactive results; nt = not tested or not shown; & = joins results of further samples. Cut-off read from the data, not from the text of the source, unless noted: active = inhibition above about 40%; inactive = the rest.
SMILES	hcGAS lum	NPYLR7 ag	mcGAS lum
CC(c1ccccc1)N1CC(C(=O)N2CCN(Cc3ccc(C#N)cc3)CC2)CC1=O (stereo unspecified)	-11	1	nt
Cc1cccc2c1NC1(CCN(C(=O)c3cccc([N+](=O)[O-])c3)CC1)NC2=O	-8	1	-5
COC(=O)c1ccccc1N1C(=O)C2C3C=CC(O3)C2C1=O (stereo unspecified)	-2	-6	-7
O=[N+]([O-])c1nn(-c2ccccc2)n(O)c1=NCc1ccco1	-6	-12	nt
OCCC1CN(C2CCOCC2)CCN1Cc1ccccc1F (stereo unspecified)	-5&-2	-7&2	-7
CCOC(=O)C1CCN(C(=O)c2coc(CN(Cc3ccc(F)cc3)Cc3cccc(C(F)(F)F)c3)n2)CC1	-9	26	-9
CSCCOC(=O)C1=C(C)NC(=O)NC1c1cccc(Br)c1 (stereo unspecified)	-5	-4	-6
CSc1nnc(C(C)C)c2cnn(-c3ccc(F)cc3)c12	-9	-9	-12
CC(Sc1nncs1)C(=O)Nc1ccc(OC(F)F)cc1 (stereo unspecified)	-8	8	nt
Cc1cccc(S(=O)(=O)NCCc2cn(Cc3ccc(Cl)cc3)c3ccccc23)c1	-5	-8	nt
Cc1nnc(NC(=O)CSc2c(C)cnc3c2c(=O)n(C)c(=O)n3C)s1	-7	9	-10
COc1ccc(C(=O)Nc2ccc(CC(=O)N3CCOCC3)cc2)c(OC)c1OC	-5	-8	nt
CC(C)CN(CCC(=O)NCc1ccco1)c1nc(-c2ccco2)nc2cc(Cl)ccc12	-4	18	-6
O=C(Cn1c(=O)oc2ccc(Cl)cc21)Nc1ccc(S(=O)(=O)Nc2nccs2)cc1	8	8	-6
NCCc1cc(N2CCC(N3CCC(O)CC3)CC2)ncn1	2	5	nt
CN(Cc1cn[nH]c1-c1ccc(F)cc1)Cc1ncccc1C(=O)O	3	18	nt
COCCN(Cc1cccs1)CC(O)COC(C)C (stereo unspecified)	0	6	-2
CN1N=C(C(=O)Nc2cc(Cl)ccc2C(=O)Nc2ccc(Cl)cn2)CCC1=O	-9	2	nt
COc1ccc(NC(=O)c2cn(C)c3c(=O)n(-c4ccc(Cl)cc4)c(=O)[nH]c23)c(OC)c1	-5	3	nt
CNC(=O)c1ccc(C2CCCN2C(=O)c2cc(CC(C)C)nn2C)s1 (stereo unspecified)	-10&-3	17&-2	-15
COc1ccc(C(=O)N2CCN(C(C(=O)NCc3ccco3)C3CCCC3)CC2)cc1 (stereo unspecified)	-4	-3	nt
C(=NN=Cc1nc(-c2ccccc2)n2ccccc12)c1nc(-c2ccccc2)n2ccccc12	-4	2	nt
COc1ccc(-n2nnc3c(=O)n(Cc4cccc(C(F)(F)F)c4)cnc32)cc1	1	6	nt
CCCCCCCCCCCCCC(=O)N1CCSC1c1ccc(OC)cc1OC (stereo unspecified)	-3	25	-6
CC1(O)/C=C\C=C(\CO)C2CC(C)(C)C2(O)CC1 (stereo unspecified)	-7	2	-4
COc1ccccc1OCc1nc(CN(C(=O)NC(C)C)C(C)C)cs1	-4	4	-7
CC(=O)c1cc(CN2CCOC(Cc3ccccc3)C2)cs1 (stereo unspecified)	-7	9	nt
CC(C)N1CCc2nc(SCC(=O)Nc3ccc(F)c(Cl)c3)[nH]c(=O)c2C1	-6	3	-6
Cc1ccc(CNC(=O)c2cc(C)on2)c(N(C)C)c1	12	-30	nt
OC(CN1CCOC2CCCCC21)c1cccc(C(F)(F)F)c1 (stereo unspecified)	-4	-2	-6

# Overlap with the part before: 7 compounds, then new ones.
SMILES	hcGAS lum	NPYLR7 ag	mcGAS lum
CCCCCCCCCCCCCC(=O)N1CCSC1c1ccc(OC)cc1OC (stereo unspecified)	-3	25	-6
CC1(O)/C=C\C=C(\CO)C2CC(C)(C)C2(O)CC1 (stereo unspecified)	-7	2	-4
COc1ccccc1OCc1nc(CN(C(=O)NC(C)C)C(C)C)cs1	-4	4	-7
CC(=O)c1cc(CN2CCOC(Cc3ccccc3)C2)cs1 (stereo unspecified)	-7	9	nt
CC(C)N1CCc2nc(SCC(=O)Nc3ccc(F)c(Cl)c3)[nH]c(=O)c2C1	-6	3	-6
Cc1ccc(CNC(=O)c2cc(C)on2)c(N(C)C)c1	12	-30	nt
OC(CN1CCOC2CCCCC21)c1cccc(C(F)(F)F)c1 (stereo unspecified)	-4	-2	-6
O=C(O)CSc1nnc(C2CC2)n1-c1ccccc1C(F)(F)F	0	-2	nt
CCOC(=O)c1ccc(NC(=O)N(CC(=O)Nc2cc(C(C)(C)C)nn2-c2ccc(C)cc2)Cc2ccccc2)cc1	-4	1	-6
CCN1CCn2c(C)nc(C(=O)N3CCOC(c4ccc(F)cc4)C3)c2C1=O (stereo unspecified)	1	3	-16
CC(C)NC(=O)C1(C)CCN1C(=O)c1cnc2ccccc2n1 (stereo unspecified)	-14	6	-7
COc1ccc2[nH]c(=O)c(=O)[nH]c2c1	6	5	0
CC(C)Cc1cn(C2CCN(C(=O)c3ccc4c(c3)CCO4)CC2)nn1	1	2	-8
CCNC(=O)NC(=O)C(C)Sc1nnc(Nc2ccc(C)cc2)s1 (stereo unspecified)	-3	-4	nt
Cc1nnc(-c2cccc(NC(=O)C3CCCCN3C(=O)CCc3cccs3)c2)s1 (stereo unspecified)	0	6	-1
CCOC(=NCC1CCCO1)NC(=O)c1ccc(OC)cc1 (stereo unspecified)	-7	5	-6
CC(Oc1ccc(Br)cc1)C(=O)N=c1sccn1C (stereo unspecified)	-6	3	-11
O=C(CCN1Cc2ccccc2OC(c2ccccc2)C1)N1CCCCC1c1nccs1 (stereo unspecified)	-8	21	-10
CC(OC(=O)c1cccc(O)c1)C(=O)Nc1c(Cl)cccc1Cl (stereo unspecified)	-2	2	-15
COc1ccc(CCN(C)C(=O)Cc2csc(NC(=O)CN(CC(C)C)C(=O)c3ccc(Cl)cc3)n2)cc1OC	-8	-6	-6
Cc1cc(F)ccc1Oc1cc(N2CCN(C(=O)Nc3ccc(Cl)cc3)C(C)C2)ncn1 (stereo unspecified)	-10	12	-6
CCN1CCN(c2ccc(C(=O)Nc3nnc4ccccn34)cc2F)CC1	-4	0	nt
CCCCNC(=O)CN(C)Cc1nnc(C)n1C	-7	3	nt
O=C1C(=Cc2ccco2)CCC1=C1SCCS1	-3	3	-13
CC(=O)N1[C@@H]2CC3C4CC=C5C[C@@H](O)CC[C@]5(C)C4CC[C@]3(C)[C@@]21C(C)=O (stereo partly specified)	-10	nt	-4
Cn1nc(NC(=O)c2cccs2)c2c1NC(=O)CC2c1ccccc1 (stereo unspecified)	-3	-15	-10
c1cc(CN2CCC(c3ccncc3)CC2)n(-c2nccs2)c1	-3	14	nt
COc1cccc2cc(-c3nnc(Nc4cc([N+](=O)[O-])ccc4F)s3)c(=O)oc12	-3	-11	-3
Cn1nnc2cc(C(=O)N3CCC(c4[nH]ncc4-c4ccccc4)CC3)cnc21	-6	2	-12
O=S(=O)(NCc1ccc(C2OCCO2)cc1)N1CCc2ccccc2C1	-5	-3	nt
CCOC(=O)N1CCC(NS(=O)(=O)CCCOc2ccc3c(c2)OCO3)CC1	-6	7	-8
O=C(O)/C=C\c1csc2ccc(Br)cc12	-2	3	nt
Cc1ccc(Cn2c(N3CCN(Cc4cc(C)ccc4C)CC3)nc3c2c(=O)[nH]c(=O)n3C)cc1	0	9	nt
COc1ccccc1C(=O)NCc1ccc(C)cc1	9	-6	nt
NC1=NC(=O)/C(=C\c2cccc(Cl)c2Cl)S1	-8	-7	-6
O=C(O)[C@@H]1CCCC[C@H]1C(=O)c1cccs1	-1	0	-2
Cc1cccc(C2CC(c3ccccc3NS(C)(=O)=O)=NN2C(=O)C(C)C)c1 (stereo unspecified)	-3	1	nt
CNC(=O)C(=O)N1CCC(=O)N(C)c2ccccc2C(OC)C1 (stereo unspecified)	-8	0	-7
CCc1ccc(S(=O)(=O)NCCCn2nc(-c3ccc(F)cc3)ccc2=O)s1	-3	1	nt
Cc1ncc(C(=O)C(C#N)c2nc3cc(Cl)ccc3c(=O)[nH]2)s1 (stereo unspecified)	-3	-6	-5
CCc1cccc2c(C(CC(=O)NC3CCN(Cc4ccccc4)CC3)c3cccc(OC)c3OC)c[nH]c12 (stereo unspecified)	-8	29	-5
CN(Cc1cnc(N)nc1)Cc1cn[nH]c1-c1ccccc1	-3	27	nt
COc1ccc(-c2nnc3n2N=C2CCCCC2S3)cc1 (stereo unspecified)	-6	0	nt
CN(c1ccccc1)N1CC(C(=O)NCCC(c2ccccc2)c2ccccc2)CC1=O (stereo unspecified)	-3	-2	-2
O=C(NCCn1ncccc1=O)c1cccc(C(F)(F)F)c1	-4	5	nt
COc1cccc(-n2c(=O)[nH]c3c(C(N)=O)nc(-c4ccccc4O)nc32)c1	-9	17	nt
CCOC(=O)CC1(N(C)C(=O)C2CCOC2)CCCCC1 (stereo unspecified)	8	-14	nt
COCCN(Cc1ccc(OS(=O)(=O)c2ccc(OC)cc2)cc1)C(=O)c1cccc(F)c1	-4	30	-5
CCCCSc1nc2c(c(C(F)(F)F)c1C#N)CCC2	0	-5	nt
CC(Sc1n[nH]c(-c2cccs2)n1)C(=O)Nc1ccnn1C(C)C (stereo unspecified)	-6	16	-3
CCOc1ccc(C(C)NC(=O)c2ccno2)cc1OCC (stereo unspecified)	-6	-2	nt
C=CCNC(=O)C(C1CCCC1)N1CCN(C(=O)c2cccc(F)c2)CC1 (stereo unspecified)	-8	-7	-5
CC(C)C1CC(C(=O)N2CCN(C)C3(CCN(C)CC3)C2)CCO1 (stereo unspecified)	-3	9	nt
Cc1cc2n(nc1C)c1ccccc1[n+]2Cc1ccc(C(=O)O)cc1	-3	6	nt
Cc1ccc(C(=O)Cn2c(NCCCO)nc3ccccc32)cc1	-17	2	nt
CCN(Cc1cccs1)C(=O)c1ccc(NC(C)=O)cc1	0	-3	0
O=C(Nc1ccc(N2CCNCC2)nc1)C1CCCCC1	-6	20	nt
Cn1cc(C(=O)Nc2ccc(S(N)(=O)=O)cc2)c2[nH]c(=O)n(Cc3ccccc3)c(=O)c21	4	5	nt
Cc1nnc(SCC(=O)N2CCOCC2)c2c1cnn2-c1ccccc1	-4	-12	-6
Cc1noc(C)c1CN(C)CC(=O)N(CCC(N)=O)c1ccc(F)cc1	-6	-1	nt
COC(=O)c1ccc(C(=O)N(CCn2cccn2)c2nc3c(Cl)cccc3s2)cc1	3	-14	-4
COc1cccc(CN2CCCn3cccc3C2c2ccccc2Cl)c1O (stereo unspecified)	-2	2	nt
CCOC(=O)c1cc(-c2ccccc2)nc2ccc(C)cc12	1	-10	nt
COc1ccc(C2CC(=O)C3C(=Nc4ccccc4NC3c3cccnc3)C2)cc1OC (stereo unspecified)	-4	-2	-3
Cc1nc2sccn2c(=O)c1NC(=O)c1ccccc1F	-2	-4	1
Cc1cccnc1NCCNC(=O)C1=NNC(=O)CC1	-8	7	nt
CCN(CC)c1ccc(C2C(C(=O)OC)=C(C)NC3=C2C(=O)CC(c2ccccc2)C3)cc1 (stereo unspecified)	3	9	nt

# (continued)
SMILES	hcGAS lum	NPYLR7 ag	mcGAS lum
Clc1ccc(-c2nccn2-c2ccc3n[nH]nc3c2)cc1	-7	16	nt
Cc1cc(C)c(C#N)c(SCCC#N)n1	-2	-3	nt
Cc1cccc(Cn2c(=O)c3c(nc4n(C5CCCC5)c(C)c(C)n34)n(C)c2=O)c1	-4	1	-8
Cc1c(C(=O)NN2CC(=O)C(c3ccccc3)C2=N)nc2ccccn12 (stereo unspecified)	-6	3	nt
CCC1=NN(C(=O)c2ccccc2O)C(O)(C(F)(F)F)C1 (stereo unspecified)	-10	-3	nt
COc1ccc(NC2CCCN(C(=O)/C=C/c3cccc(Cl)c3)C2)cc1OC (stereo unspecified)	-2	11	nt
COC(=O)c1ccc(OC(=O)c2cc3c(s2)CCCC3)cc1	4	0	2
Cc1oc(C2CCN(C(=O)NCC3CCCO3)CC2)nc1C(=O)N1CCCC1 (stereo unspecified)	-5	nt	-5
Cc1ccnc(SCc2cc(=O)c(OC(=O)c3cc(C(F)(F)F)cc(C(F)(F)F)c3)co2)n1	-3	-12	-8
Cc1cc(C)n(C)c(=O)c1C(=O)NCCOc1ccccc1F	-3	-8	nt
COc1cc(F)c(NC(=O)COCc2ccccc2)cc1OC	-9	9	nt
Cc1cc(C(=O)Nc2nnc(-c3cc(C)n(C)n3)o2)on1	1	-9	13
CN(C(=O)CN1CCCC1Cc1cccc(F)c1)c1nccs1 (stereo unspecified)	-6	1	nt
COc1ccc(Oc2cc(C(F)(F)F)nc(SCc3cccc(C)c3)n2)cc1	-4	1	-3
COCCN(Cc1nc2ccccc2o1)C(=O)C(C)Oc1ccccc1 (stereo unspecified)	-1	35	1

# Look-ups from above:
# For NPYLR7 ag, CCC1=NN(C(=O)c2ccccc2O)C(O)(C(F)(F)F)C1 (stereo unspecified) has -3
# For mcGAS lum, Cc1cc(C(=O)Nc2nnc(-c3cc(C)n(C)n3)o2)on1 has 13
# For NPYLR7 ag, Cc1cc(C)c(C#N)c(SCCC#N)n1 has -3
# For hcGAS lum, CN(C(=O)CN1CCCC1Cc1cccc(F)c1)c1nccs1 (stereo unspecified) has -6
# For hcGAS lum, COc1ccc(NC2CCCN(C(=O)/C=C/c3cccc(Cl)c3)C2)cc1OC (stereo unspecified) has -2
# For hcGAS lum, Clc1ccc(-c2nccn2-c2ccc3n[nH]nc3c2)cc1 has -7

# Bioassay records from PubChem BioAssay.
